# Pemphigus Ab inh: blocks pemphigus antibody binding to human desmoglein-3; DSG3-coupled beads, scFv-anti-DSG3-GFP binding, flow cytometry; active compounds read low; 310,000 tested, 0.48% active; AID 588358; binding (percent of control), % at 10 µM;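 active means binding more than 3 SD below its plate's average and above zero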;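 further: hits lower antibody fragment binding to DSG3; some compounds called inactive have numbers as strong as hits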
# Target sequence (P32926 whole entry, looked up, the tested form may be a part): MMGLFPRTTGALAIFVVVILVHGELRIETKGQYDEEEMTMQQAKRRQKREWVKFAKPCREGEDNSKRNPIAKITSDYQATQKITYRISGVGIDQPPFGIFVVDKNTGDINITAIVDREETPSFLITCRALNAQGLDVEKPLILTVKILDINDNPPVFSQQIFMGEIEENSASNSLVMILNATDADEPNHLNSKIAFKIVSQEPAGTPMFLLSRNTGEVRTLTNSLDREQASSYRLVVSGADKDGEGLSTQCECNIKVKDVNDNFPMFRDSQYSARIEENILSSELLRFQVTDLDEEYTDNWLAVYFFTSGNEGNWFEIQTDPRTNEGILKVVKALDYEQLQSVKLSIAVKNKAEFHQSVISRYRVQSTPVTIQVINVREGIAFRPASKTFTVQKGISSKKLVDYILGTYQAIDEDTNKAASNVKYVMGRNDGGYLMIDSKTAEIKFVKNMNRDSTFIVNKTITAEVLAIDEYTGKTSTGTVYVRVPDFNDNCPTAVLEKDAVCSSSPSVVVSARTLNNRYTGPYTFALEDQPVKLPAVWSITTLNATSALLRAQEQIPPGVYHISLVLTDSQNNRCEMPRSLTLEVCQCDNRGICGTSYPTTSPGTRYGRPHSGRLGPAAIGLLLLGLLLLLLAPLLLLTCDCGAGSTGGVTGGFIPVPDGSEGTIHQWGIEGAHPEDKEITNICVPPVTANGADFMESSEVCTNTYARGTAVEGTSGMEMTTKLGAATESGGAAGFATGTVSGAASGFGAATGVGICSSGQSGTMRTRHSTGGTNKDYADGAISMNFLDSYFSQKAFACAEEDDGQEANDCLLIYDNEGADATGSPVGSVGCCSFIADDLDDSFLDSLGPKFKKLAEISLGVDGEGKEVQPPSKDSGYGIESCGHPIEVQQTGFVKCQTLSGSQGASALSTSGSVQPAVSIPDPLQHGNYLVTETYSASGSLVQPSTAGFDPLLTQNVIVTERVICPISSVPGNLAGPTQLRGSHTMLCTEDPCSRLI
# Mot1-301 SUMO: inhibitors of SUMOylation pathway: yeast Mot1-301 growth rescue | 320,000 tested, 1% active | growth rescue, % at 18.8 µM | S. cerevisiae Mot1-301 growth rescue, ATP luminescence, 38.5C; percent above DMSO median, 100 means doubled;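 active means every valid replicate shows activation above 250% relative to neutral control wells; inactive means the rest, any valid replicate at or below 250%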;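 further: OY570 slx delta 5 strain wells were the positive control but not used for scaling; some compounds called inactive have numbers as strong as hits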
# HTR5A ag: activates human HTR5A in OPRM1-OPRD1 agonist counter-screen. HTR5A agonist assay, luminescence, cell-based. activation, % at 9.3 µM. 340,000 tested, 0.61% active; in the data active means activation mostly above about 9.5%, no sharp cut-off; inactive means mostly below about 7.6%;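 further: 0% = cells with vehicle only and 100% = reference agonist; strong numbers were not always called active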
# PfHsp90 yeast 2: growth inhibition of yeast expressing Plasmodium Hsp90 | S. cerevisiae expressing PfHsp90, BacTiter-Glo ATP, 48 h; yeast lacking PDR1 and PDR3 efflux regulators | inhibition, % at 9.4 µM | 310,000 tested, 0.32% active;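 active means every replicate shows inhibition above about 80%, whatever the replicate mean, limit read from the data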;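 further: 0% = DMSO neutral controls and 100% = 20 µM radicicol positive controls; yeast relying on Plasmodium falciparum Hsp90 in place of its own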
# Ecoli viability: bacterial growth inhibition, counter-screen for AddAB inhibitors. E. coli V3065 growth, OD600 absorbance, 18 h. inhibition, % at 11.9 µM. 330,000 tested, 0.27% active. AID 449728;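 active means inhibition above the campaign's mean inhibition across all tested compounds plus 3 SD, cut at about 9.9% in these data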;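 further: uninfected addAB+ strain grown without phage in ampicillin broth; 0% = DMSO wells and 100% = ciprofloxacin 0.95 µg/ml wells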
# phage Ecoli inh: E. coli growth loss with phage present. growth absorbance. inhibition, % at 11.9 µM. 360,000 tested, 0.26% active. AID 651602; in the data active means inhibition above about 11%
# AddAB inh: less growth of phage-infected E. coli with AddAB. E. coli expressing H. pylori AddAB, absorbance growth. inhibition, % at 11.9 µM. 330,000 tested, 0.29% active; in the data active means inhibition above about 12%;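 further: 0% = vehicle wells of infected cells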
# OPRM1-OPRD1 ag: OPRM1-OPRD1 heterodimerization agonism | cells, luminescence | activation, % at 9.3 µM | 340,000 tested, 0.3% active | AID 504326; in the data active means activation above about 18%;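 further: 0% = vehicle-treated cells and 100% = reference agonist; values of inactives mirror those of a sister screen read the other way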
# HTR5A inv ag: HTR5A inverse agonism, opioid heterodimer counter-screen | P47898 | HTR5A cell line, luminescence | inhibition, % at 9.3 µM | 340,000 tested, 0.083% active | AID 504634; in the data active means inhibition mostly above about 23%, no sharp cut-off; inactive means mostly below about 18%;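 further: 0% = cells with DMSO and 100% = no-cell wells with DMSO; some compounds called inactive have numbers as strong as hits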
# OPRM1-OPRD1 inv: mu-delta opioid heterodimer inverse agonism. inhibition, % at 9.3 µM. 340,000 tested, 0.21% active. P35372+P41143. cell-based MOR-DOR heterodimer luminescence; in the data active means inhibition above about 22%, passing the limit was not always enough;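 further: 0% = cells with DMSO and 100% = wells without cells with DMSO; values of inactives mirror those of a sister screen read the other way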
# PKA-R1A act: activates the PKA-R1A holoenzyme complex | P00514+P68181 | PKA-R1A dissociation, Cy5-IP20 fluorescence polarization; scaled: DMSO 0%, 113 µM cGMP 100% | activation, % at 11.4 µM | 340,000 tested, 0.083% active;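 active means percent activation above the mean of all tested compounds plus 3 SD, cut at about 19% in these data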;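 further: higher means more PKAc released from R1A so a rise in polarization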
# An asterisk follows results filed as active; i = inactive; . = no result given; & = joins results of further samples.
SMILES,Pemphigus Ab inh,Mot1-301 SUMO,HTR5A ag,PfHsp90 yeast 2,Ecoli viability,phage Ecoli inh,AddAB inh,OPRM1-OPRD1 ag,HTR5A inv ag,OPRM1-OPRD1 inv,PKA-R1A act
CC(=O)N/C(=C/c1cccnc1)C(=O)Nc1ccc(Cl)cc1,99,2,1,2,-3.4,2.1,3.1,-1.4,-16,6,-12
CCCCc1nnc(NC(=O)c2oc3ccc(OC)cc3c2C)s1,86,151,-1,-7,1.6,5.3,5.2,1.2,1,-7,8
O=C(CCC(=O)N1CCN(c2ccccn2)CC1)Nc1nnc(C2CCCCC2)s1,98,1,1,2,-0.1,0.1,2.4,-0.5,-2,3,-10
N#Cc1c(N)oc(-c2ccco2)c1-c1ccco1,100,3,-3,-17,0.9,4.9,-0.7,-0.8,8,4,-11
COc1ccccc1OCc1ccc(C(=O)NCc2cccnc2)o1,103,2,2,8,0.8,3.3,2.7,-0.6,-21,3,-2
CC1(C)CC(=O)c2c(oc3ccc(NS(=O)(=O)c4cccc5cccnc45)cc23)C1,98,-12,12,-15,-0.6,3.1,-1.4,-0.1,-1,0,-9
O=C(c1cncc(Br)c1)N1CCN(S(=O)(=O)c2ccccc2C(F)(F)F)CC1,.,-21,-1,3,-0.6,2.3,0.7,-1.1,2,8,-7
CCc1ccc2nc3n[nH]c(N)c3cc2c1,100,.,1,-1,-2.2,1.6,0.5,-2.5,3,13,-16
Cc1nn(-c2cc(Cl)ccc2Cl)c(C)c1C(=O)O,97,8,-4,-19,1.4,4.5,3.2,0.5,12,-2,-8
COc1ccc(Nc2nnc(C)c3ccccc23)cc1C(N)=O,.,-16,4,4,-0.3,0.8,-0.2,-2.4,-3,13,-7
O=C(O)C(O)c1ccccc1 (stereo not given),112&98,13&154,0&-2,14&-4,1.0&-2.6,5.8&-1.3,1.3&0.4,-0.2&0.2,20&-29,1&-1,4&5
COc1cc(/C=C2\C(=O)NN(c3ccccc3)C2=O)cc([N+](=O)[O-])c1O,101,18,-2,-58,4.2,5.0,5.8,-2.4,5,12,6
COc1ccc(CN2CCN(Cc3ccccc3F)CC2)cc1OC,136,28,-4,-19,-1.1,-0.9,-2.3,-0.8,14,4,4
CCN(CC)C(=O)c1[nH]cnc1C(=O)Nc1ccon1,100,3,-1,30,0.4,3.3,1.7,-1.2,3,7,11
Cc1ccc(N2CCN(c3ccc(NCc4nc5ccccc5n4C)cc3)CC2)cc1,96,6,-3,-4,-0.7,1.7,1.2,283*,9,i,-8
Brc1cccc(-c2nc3cccnc3nc2-c2cccc(Br)c2)c1,105,-26,-2,-47,-0.8,3.6,3.6,0.5,7,-2,7
COC(=O)C1=C(CCc2ccccc2)NC(=O)NC1c1ccc([N+](=O)[O-])cc1 (stereo not given),111,437,-2,12,-1.7,3.8,4.1,-2.1,-7,12,9
COc1ccc(Cl)cc1NC(=O)CN(C)C(=O)c1n[nH]c2ccccc12,104,4,-1,.,1.4,4.3,1.9,-1.6,4,10,6
CCN(c1ccccc1)S(=O)(=O)c1ccc(OC)c(N=N/C(C(=O)Nc2ccccc2)=C(/C)O)c1,100,1,2,-15,2.7,1.6,2.0,-0.8,-7,4,-2
C/C(=N\NC(=O)c1ccc(Cl)c(Cl)c1)c1ccccn1,88,-11,-7,-28,.,-3.2,.,-2.1,25,11,-8
CCc1ccc(OCC(=O)NNC(=O)CSc2nnc(-c3ccc(C)cc3)n2C)cc1,109,-3,-1,0,-0.3,1.7,2.7,1.1,2,-6,-8
O=C(Nc1ccc(S(=O)(=O)N2CCOCC2)cc1)C1COc2ccccc2O1 (stereo not given),89,-7,2,.,2.4,4.8,5.0,-1.7,-7,10,8
O=C(Cn1cnc([N+](=O)[O-])n1)c1ccc(O)c(O)c1,96,105,-1,-2,0.2,1.7,-2.6,-1.9,2,11,-1
Cc1ccc(OCCCCN2CCCCC2)c(C)c1,104,93,7,22,1.4,2.9,1.0,-1.8,-20,9,0
CCCN(C(=O)c1cc(CC)c(C)s1)c1c(N)n(Cc2ccccc2)c(=O)[nH]c1=O,99,-3,-8,0,0.3,1.1,-1.0,-0.7,-4,4,-6
# Next section
SMILES,Pemphigus Ab inh,Mot1-301 SUMO,HTR5A ag,PfHsp90 yeast 2,Ecoli viability,phage Ecoli inh,AddAB inh,OPRM1-OPRD1 ag,HTR5A inv ag,OPRM1-OPRD1 inv,PKA-R1A act
Cc1ccc(S(=O)(=O)N2C[C@@H]3[C@H]4CC[C@H](C4)[C@@H]3[C@@H](C)[C@@H]2C2CCCCC2=O)cc1 (stereo not given in full),99,.,-3,10,1.4,1.8,1.4,-0.3,9,2,-14
N#Cc1c(NC(=O)c2ccc(-c3ccccc3[N+](=O)[O-])o2)sc2c1CCCC2,.,-6,0,-5,-0.3,-0.9,-0.2,0.8,-31,-5,-3
CC(C)(C)c1nc(SCC(=O)Nc2ccc3c(c2)OCCO3)c2ccccc2n1,111,0,5,16,-1.4,0.1,1.3,-0.1,4,1,3
Cc1ccc2oc(=O)c3cc(C(=O)NCCCN4CCN(C)CC4)sc3c2c1,104,27,0,-13,-1.6,-0.2,0.8,-1.1,2,5,-12
CS(=O)(=O)N(CC(=O)Nc1ccc(S(=O)(=O)N2CCCC2)cc1)c1ccccc1,102,-4,2,0,-0.6,3.2,1.6,-2.0,-6,10,0
CCOC(=O)COc1ccc(C(=O)Nc2cccc(Cl)c2C)cc1,78,6,2,-6,1.5,2.3,3.6,-0.6,-5,3,-9
CN1OC(COC(=O)c2ccc(Cl)cc2)CC1c1ccccc1 (stereo not given),102,72,4,8,-0.8,0.8,1.9,3.1,-2,-15,-4
NC(=O)c1ccccc1NC(=O)c1ccccc1Cl,120,17,3,9,2.5,3.1,1.1,-3.8,-12,17,4
CCCCc1ccc(S(N)(=O)=O)cc1,101,15,7,11,-0.4,2.5,2.1,-0.9,-18,5,9
Cc1ccc2nc(-c3cccnc3)cc(C(=O)Nc3ccc(F)cc3C)c2c1,107,.,4,.,0.9,1.4,2.9,-1.9,-26,9,-6
Cc1cc(N)ccc1N1CCCC1,72,-27,8,-18,1.4,.,-0.3,3.7,10,-22,-6
CCCNC(=O)NC(=O)CSc1nnc(-c2ccncc2)n1CC,98,6,-1,4,-0.3,2.0,-1.1,-3.4,11,19,-2
COc1ccccc1/C(C)=N/Oc1cc(N)cc([N+](=O)[O-])c1,.,55,1,10,-1.9,0.8,2.1,2.7,-2,-11,-12
O=C(Cc1csc(N2CCOCC2)n1)N/N=C/c1ccc(Cl)cc1Cl,104,7,4,.,0.2,2.4,0.6,-0.2,-9,1,0
O=C(Cc1ccc(Cl)cc1)Nc1cccc(C(=O)Nc2ccccc2C(=O)O)c1,93,-1,2,3,0.7,1.8,0.6,-1.6,-6,9,-3
Cc1cc(NC(=O)CSc2nnc(-c3ccncc3)n2C)n(-c2ccccc2)n1,.,12,-4,30,0.2,0.2,1.9,-3.6,-3,18,1
COc1ccc(NC(=O)c2cc(-c3ccc(C)o3)nc3ccccc23)cc1OC,.,-1,0,11,-1.4,5.4,0.0,-1.1,-16,5,4
Cc1cc2[nH]ncc2cc1NC(N)=S,113,-3,-2,-10,-0.4,0.5,4.0,1.3,5,-6,-5
CN(C)S(=O)(=O)c1cccc(C(=O)NCC(=O)NC2CCN(Cc3ccccc3)CC2)c1,104,370,-2,-8,1.9,0.9,3.8,0.2,7,-2,-3
COC(=O)C(NC(=O)c1ccccc1C(=O)O)c1ccc2ccccc2c1 (stereo not given),104,3,-4,-12,-2.8,1.9,0.6,-1.7,13,8,-3
O=C(NCc1ccccn1)C(=O)N/N=C/c1ccc2c(c1)OCO2,97,38,-1,43,0.8,4.9,3.0,-3.1,2,14,3
COc1ccc2[nH]c(C(=O)O)c(NS(=O)(=O)c3ccc(F)cc3)c2c1,101,6,3,-16,-1.3,3.2,1.3,-2.0,3,11,-9
CCc1ccccc1NC(=S)N1CCNC(=O)C1CC(=O)OC (stereo not given),97,-25,-2,5,-1.5,3.0,1.9,-2.9,2,14,3
Cc1cc(C(=O)COC(=O)c2n[nH]c(=O)c3ccccc23)c(C)n1C,91,-4,3,1,0.5,1.8,-1.4,-3.2,12,13,4
CCOc1ccc(CN(C)C(C)C(=O)NCc2ccccc2)cc1 (stereo not given),91,401*,1,10,-2.3,-0.6,-0.8,-1.2,-3,7,-11
# (listing goes on)
SMILES,Pemphigus Ab inh,Mot1-301 SUMO,HTR5A ag,PfHsp90 yeast 2,Ecoli viability,phage Ecoli inh,AddAB inh,OPRM1-OPRD1 ag,HTR5A inv ag,OPRM1-OPRD1 inv,PKA-R1A act
O=C(C(=O)N1CCCC1)c1c[nH]c2ccccc12,102,-5,8,-15,-0.5,3.9,-0.2,-1.8,-30,10,6
COc1cccc(NCc2cc(=O)oc3cc(-c4ccccc4)c(O)cc23)c1,.,108,-4,-79,-0.5,1.4,3.9,-0.4,1,2,1
O=C(NCCSc1ccccc1)c1ccc(Br)cc1,82,57,2,23,2.1,4.5,9.6,1.6,-20,-8,-4
CC(C)NCC(O)c1ccc(O)c(O)c1 (stereo not given),91,-4,3,-21,-3.0,1.0,-3.3,2.0,14,-11,-10
O=C(CCc1ccccc1)Nc1nn[nH]n1,127,14,1,-4,-1.7,1.0,2.9,0.2,-21,-1,6
Cc1[nH]c2ccccc2c1C(=O)C(=O)NCCc1c[nH]c2ccccc12,93,-6,4,-6,1.5,4.0,2.7,-0.8,-13,4,-6
O=C(C/C=N\OCc1ccc([N+](=O)[O-])cc1)Nc1ccc(F)cc1F,110,-12,0,10,0.1,1.7,2.7,-2.1,0,11,1
COC(=O)c1[nH]c2cccc(OC)c2c1NC(=O)CCN1CCSCC1,112,-6,6,15,-0.8,3.1,3.8,-0.5,11,3,-14

# Quoted from the entries so far (eight entries):
SMILES,Pemphigus Ab inh,Mot1-301 SUMO,HTR5A ag,PfHsp90 yeast 2,Ecoli viability,phage Ecoli inh,AddAB inh,OPRM1-OPRD1 ag,HTR5A inv ag,OPRM1-OPRD1 inv,PKA-R1A act
CCOc1ccc(CN(C)C(C)C(=O)NCc2ccccc2)cc1 (stereo not given),91,401*,1,10,-2.3,-0.6,-0.8,-1.2,-3,7,-11
O=C(C(=O)N1CCCC1)c1c[nH]c2ccccc12,102,-5,8,-15,-0.5,3.9,-0.2,-1.8,-30,10,6
COc1cccc(NCc2cc(=O)oc3cc(-c4ccccc4)c(O)cc23)c1,.,108,-4,-79,-0.5,1.4,3.9,-0.4,1,2,1
O=C(NCCSc1ccccc1)c1ccc(Br)cc1,82,57,2,23,2.1,4.5,9.6,1.6,-20,-8,-4
CC(C)NCC(O)c1ccc(O)c(O)c1 (stereo not given),91,-4,3,-21,-3.0,1.0,-3.3,2.0,14,-11,-10
O=C(CCc1ccccc1)Nc1nn[nH]n1,127,14,1,-4,-1.7,1.0,2.9,0.2,-21,-1,6
Cc1[nH]c2ccccc2c1C(=O)C(=O)NCCc1c[nH]c2ccccc12,93,-6,4,-6,1.5,4.0,2.7,-0.8,-13,4,-6
O=C(C/C=N\OCc1ccc([N+](=O)[O-])cc1)Nc1ccc(F)cc1F,110,-12,0,10,0.1,1.7,2.7,-2.1,0,11,1
